From PubChem
NOD1 NF-kB reporter – inhibition of NOD1-driven NF-kB reporter – cell-based, luminescence, uHTS, primary screen (AID 1578). 1% of 290,000 active. one-dose inhibition, % at 4 µM; EC50 in µM for titrated hits. NOD1-driven NF-kB luciferase reporter cells, luminescence; higher % means a stronger effect; in the data active = inhibition mostly above about 36%, no sharp cut-off; inactive = mostly below about 34%;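 note: HEK-293T reporter cells stimulated with the NOD1 agonist gamma-tri-DAP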
NOD2 inhibition – NOD2 signaling inhibitors, cell-based, luminescence, uHTS, HEK293 (AID 1566). HEK293 NOD2/NF-kB luciferase reporter, luminescence; higher % means a stronger effect. one-dose inhibition, % at 4 µM; EC50 in µM for titrated hits. 0.63% of 290,000 active; note: many of its hits are not listed in these tables
TNAP activation fold – human TNAP enzyme activators, primary screen, biochemical, luminescent, no phosphate acceptor, uHTS (AID 1001); activation fold at 20 µM, or EC50 in µM where a hit was titrated; purified TNAP, luminescent activation assay, no phosphate acceptor; higher activation fold means a stronger effect; 0.03% of 200,000 active; in the data active = activation fold from about 3, or a potency from the dose series; inactive = the rest, 99 in 100 with activation fold below about 1.6; note: many of its hits are not listed in these tables
NTR1 agonist – NTR1-driven beta-arrestin-GFP spot formation – imaging, U2OS cells, high content, primary screen (AID 493036); P30989; agonist mode; activation, % at 20 µM; 0.17% of 330,000 active;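 active = activation at or above 40% of the spot to cytoplasm intensity ratio, with at least 20 cells analyzed; inconclusive = wells under 20 cells, flagged as cytotoxic or low count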;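 note: 0% = DMSO without peptide and 100% = 100 nM NTR1 peptide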
Target sequence (P30989 whole entry, looked up): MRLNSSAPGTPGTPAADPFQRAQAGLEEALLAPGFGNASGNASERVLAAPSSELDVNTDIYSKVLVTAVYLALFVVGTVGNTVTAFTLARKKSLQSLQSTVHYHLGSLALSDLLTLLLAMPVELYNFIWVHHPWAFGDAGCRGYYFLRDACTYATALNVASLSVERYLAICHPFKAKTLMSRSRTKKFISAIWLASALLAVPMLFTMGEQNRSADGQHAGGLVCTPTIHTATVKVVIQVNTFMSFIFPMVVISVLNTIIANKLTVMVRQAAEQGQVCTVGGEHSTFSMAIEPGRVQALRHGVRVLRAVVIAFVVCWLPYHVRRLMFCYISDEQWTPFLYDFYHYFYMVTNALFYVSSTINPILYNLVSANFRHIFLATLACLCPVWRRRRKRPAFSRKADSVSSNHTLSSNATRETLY
Yfh1-depleted yeast – mitochondrial function rescue without frataxin homolog – Friedreich's ataxia, plus single-dose screen, dose response (AID 1465). S. cerevisiae Yfh1-off respiration, WST-1 reduction, 72 h; higher fold induction means a stronger effect. fold induction at 50 µM; hits with a dose series show EC50 in µM. 0.074% of 220,000 active;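 active = fold induction of absorbance versus untreated yeast above a set limit, then at least 30% activation at any dose in follow-up; inconclusive = repeats straddling the limit, or above it without dose testing; inactive = fold induction below the set limit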;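 note: activators that raise dye reduction in frataxin-depleted yeast; strong numbers were not always called active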
CSM14.1 death rescue – protection against thapsigargin-triggered cell killing – 384-well, CSM14.1, ATP luminescence, primary screen (AID 1222); CSM14.1 thapsigargin-induced death rescue, ATP luminescence; higher % means a stronger effect; cellular ATP content (survival), % at 20 µM; hits with a dose series show EC50 in µM; 190,000 tested, under 10 active;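 active = EC50 below 50 µM in the dose-response confirmation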;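 note: death triggered by thapsigargin at about 15 µM added after 2 h compound pretreatment; cell ATP read after overnight thapsigargin exposure of roughly 18 to 22 hours; normalized against plate controls of thapsigargin alone and 5% DMSO vehicle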
KOR beta-arrestin-1 – KOR antagonists, beta-arrestin recruitment, cell-based, luminescence, uHTS (AID 1778). one-dose inhibition, % at 10 µM; IC50 in µM for titrated hits. KOR beta-arrestin recruitment, luminescence, antagonist mode; higher % means a stronger effect. 0.091% of 290,000 active; note: strong numbers were not always called active
KOR beta-arrestin-2 – KOR agonists, beta-arrestin recruitment, primary screen, cell-based, luminescence, uHTS (AID 1777). 0.02% of 280,000 active. activation, % at 10 µM; hits with a dose series show EC50 in µM. KOR beta-arrestin recruitment, luminescence; higher % means a stronger effect; in the data active = activation above about 50%, passing the limit was not always enough; note: a part of the inactive calls stands beside numbers as strong as those of hits
GPR55 beta-arrestin – selective activators of receptor GPR55 – imaging, U2OS cells, beta-arrestin-GFP redistribution, primary screen (AID 1961); U2OS GPR55 beta-arrestin-GFP redistribution imaging; higher % means a stronger effect; activation, % at 10 µM, or EC50 in µM where a hit was titrated; 0.048% of 290,000 active;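 active = activation above 40% with more than 50 cells counted in the well; inconclusive = wells holding fewer than 50 cells, flagged as toxic or sparse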;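 note: U2OS osteosarcoma cells stably expressing GPR55 and beta-arrestin-GFP; plate controls were DMSO negative control for no effect and LPI positive control for full effect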
NTR1 agonist cell count 20 µM – recorded beside NTR1 agonist, whose call it bears; cell count; measured here: cell count, cytotoxicity flag
* hit, by the source's call; i = inactive; u = inconclusive; x = not tested or not shown; [ ] = remark or other dose. Cut-off read from the data, not from the text of the source, unless noted: active = inhibition above about 50%; inactive = the rest.

SMILES | NOD1 NF-kB reporter | NOD2 inhibition | TNAP activation fold | NTR1 agonist | NTR1 agonist cell count 20 µM | Yfh1-depleted yeast | CSM14.1 death rescue | KOR beta-arrestin-1 | KOR beta-arrestin-2 | GPR55 beta-arrestin
CCc1cc2ccccc2nc1SCC(=O)Nc1cc(OC)c(OC)cc1C(=O)O | 35% | 23% | 1.1 | 5.4 | 69 | i | -2.0% | -2% | 1.8% | -0.4%
Cc1nnc2ccc(N3CCOCC3)nn12 | -20% | -4% | 1.1 | -0.3 | 53 | i | -0.4% | -4% | -1.1% | -0.1%
COc1ccccc1NC(=O)CCN1CCN(Cc2ccccc2)CC1 | -2% | -4% | 1.1 | 1.8 | 36 | i | -5.2% | -38% | -3.4% | 0.0%
CC1CN(C(=O)CCN2C(=O)c3ccccc3C2=O)CC(C)O1 (configuration not stated) | -25% | 16% | 1.1 | 0.0 | 55 | i | -3.4% | -16% | 2.8% | -0.4%
O=C(CN1CCSC1=NCc1ccccc1)c1ccc(Cl)cc1 | -19% | -2% | 1.1 | 3.1 | 61 | i | -2.7% | -8% | -3.4% | -0.1%
COc1cc(/C=C/C(=O)OCC(=O)NCCC2=CCCCC2)ccc1O | -47% | 10% | 1.1 | -2.2 | 60 | i | -1.1% | 14% | -3.9% | 0.9%
O=C(NC(C(=O)c1ccccc1)N1CCCCC1)c1ccccc1 (configuration not stated) | -13% | -7% | 1.1 | -1.5 | 76 | i | -1.6% | -22% | 1.5% | 0.3%
COc1cc([N+](=O)[O-])cc(/C=N/NC(=O)CSc2nnc(-c3ccccc3)n2C)c1O | -4% | 23% | x | -2.4 | 63 | i | x | 4% | 8.2% | -0.1%
O=C(NCc1ccccc1Cl)C1CCN(S(=O)(=O)N2CCC3(CC2)OCCO3)CC1 | 14% | 8% | 1 | 1.1 | 38 | x | 0.7% | 14% | -1.7% | -2.3%
CCn1c(O)c(N=NC(=O)C2C(=O)NCC2c2ccccc2)c2ccccc21 (configuration not stated) | -31% | 4% | 1 | 4.6 | 69 | i | 0.5% | 14% | 2.3% | -0.5%
CC1=C[C@H]2Cc3cc(C)cc(C)c3S(=O)(=O)[C@@H]2C=C1 | -10% | 16% | 1.1 | 0.5 | 54 | i | -2.9% | x | 1.2% | -0.2%
CCN1CCN(C(=O)CCCCCn2c(=O)[nH]c3cc(C(=O)OC)ccc3c2=O)CC1 | -8% | 9% | 1.1 | -1.4 | 85 | i | -1.0% | -33% | 2.6% | -0.1%

One compound at a time, as listed above. Order of values: NOD1 NF-kB reporter, NOD2 inhibition, TNAP activation fold, NTR1 agonist, NTR1 agonist cell count 20 µM, Yfh1-depleted yeast, CSM14.1 death rescue, KOR beta-arrestin-1, KOR beta-arrestin-2, GPR55 beta-arrestin
Cc1nnc2ccc(N3CCOCC3)nn12 in the list: -20%, -4%, 1.1, -0.3, 53, i, -0.4%, -4%, -1.1%, -0.1%
CC1=C[C@H]2Cc3cc(C)cc(C)c3S(=O)(=O)[C@@H]2C=C1 in the list: -10%, 16%, 1.1, 0.5, 54, i, -2.9%, x, 1.2%, -0.2%
O=C(NC(C(=O)c1ccccc1)N1CCCCC1)c1ccccc1 (configuration not stated) in the list: -13%, -7%, 1.1, -1.5, 76, i, -1.6%, -22%, 1.5%, 0.3%
COc1ccccc1NC(=O)CCN1CCN(Cc2ccccc2)CC1 in the list: -2%, -4%, 1.1, 1.8, 36, i, -5.2%, -38%, -3.4%, 0.0%
CC1CN(C(=O)CCN2C(=O)c3ccccc3C2=O)CC(C)O1 (configuration not stated) in the list: -25%, 16%, 1.1, 0.0, 55, i, -3.4%, -16%, 2.8%, -0.4%

Carrying on.
SMILES | NOD1 NF-kB reporter | NOD2 inhibition | TNAP activation fold | NTR1 agonist | NTR1 agonist cell count 20 µM | Yfh1-depleted yeast | CSM14.1 death rescue | KOR beta-arrestin-1 | KOR beta-arrestin-2 | GPR55 beta-arrestin
Cc1cc(C)n(-c2nc3ccccc3n3nnnc23)n1 | -27% | -21% | 1 | 0.8 | 64 | i | -2.9% | -84% | -3.9% | -0.1%
CCOC(=O)/N=C(/NC(=O)Nc1ccc(C(=O)OCC)cc1)OC | -29% | 11% | 1 | -1.3 | 74 | i | x | -19% | -0.4% | 0.3%
CC1(C)CC(=O)C=C(OC(=O)c2ccc(Cl)cc2)C1 | -20% | 3% | 1.1 | 0.4 | 40 | i | -3.0% | -15% | 0.8% | -0.1%
O=C(c1cc2c(s1)-c1ccccc1OC2)N1CCN(c2ccccc2)CC1 | 30% | -10% | 1.1 | -2.0 | 97 | i | 0.6% | 25% | 13% | -0.2%
Cc1csc(SCC(=O)Nc2nncs2)n1 | -43% | -21% | x | -1.3 | 56 | x | x | -26% | 2.9% | 0.7%
CN(C)c1ccc(C=C(c2nnnn2-c2ccccc2)c2nnnn2-c2ccccc2)cc1 | -7% | 3% | 0.9 | 3.9 | 72 | i | -1.7% | 21% | -5.2% | -0.5%
CSc1ccc(/C=C/C(=O)NC23CC4CC(CC(C4)C2)C3)cc1 | -6% | -35% | 1.1 | 5.6 | 51 | i | -3.3% | 19% | 0.1% | 0.7%
COCCCNS(=O)(=O)c1ccc(SC)cc1 | -28% | 7% | 1 | -1.2 | 64 | i | -0.7% | -10% | 1.8% | 0.0%
COc1ccc(N(CC(=O)Nc2cccc(C)c2)S(=O)(=O)c2c(C)n[nH]c2C)cc1 | 31% | 11% | 1.1 | -0.7 | 83 | i | 7.0% | 9% | -0.4% | -0.1%
Cc1cc(C)c(Cn2ncn(-c3ccc(Br)cc3)c2=O)c(C)c1 | -11% | 9% | 1.1 | 2.2 | 31 | i | -1.5% | -26%[20 µM] | -0.6% | -0.1%
CCOc1ccccc1NC(=O)NCc1ccco1 | -8% | 7% | x | 2.6 | 58 | i | x | 15% | 2.3% | -0.1%
COc1cccc(-c2c(C(=O)N/N=C(\C)c3cccs3)nnn2-c2nonc2N)c1 | -14% | 23% | x | 8.0 | 57 | x | x | -31% | -9.0% | -0.2%
COc1ccccc1-c1ccc(SCc2cccc(F)c2)nn1 | -47% | -18% | 1.1 | 0.7 | 56 | i | 3.3% | -29%[20 µM] | 2.0% | -0.1%
Cc1ccc(S(=O)(=O)NCC(=O)OCC(=O)NC(=O)c2cccn2C)cc1 | -11% | 5% | 1.1 | 0.2 | 38 | i | -3.8% | -35% | 0.6% | 0.0%
CCOC(=O)C1CCN(S(=O)(=O)c2ccc(OCC)cc2)CC1 | -21% | -11% | 1.1 | -0.3 | 33 | i | -1.8% | 43% | -0.6% | -0.1%
Cc1cc(NC(=O)CCC(=O)N(CC(=O)NCC2CCCO2)c2cccc(F)c2)no1 (configuration not stated) | -2% | 8% | x | -1.5 | 48 | x | x | -14% | -2.7% | 0.9%
S=C(NCc1ccccc1)NCc1cccc(CNC(=S)NCc2ccccc2)c1 | -5% | 8% | 1.4 | 1.0 | 78 | u | -3.4% | -3% | 0.1% | 0.6%
O=[N+]([O-])c1ccc(C(O)CN2CCN(C/C=C/c3ccccc3)CC2)cc1 (configuration not stated) | -5% | 4% | x | 0.3 | 76 | x | x | -20% | 0.7% | -0.1%
O=C(O)c1c2c(nc3ccccc13)/C(=C/c1ccc(O)cc1)CCC2 | -24% | 11% | 1 | -0.2 | 70 | i | 1.2% | 6% | 0.9% | 0.5%
COc1ccc(CCNC(=O)CCCCC(=O)NCCc2ccc(OC)cc2)cc1 | -20% | 0% | x | -0.2 | 50 | x | x | 3%[20 µM] | 1.0% | -0.2%
C=CCn1c(SCC(=O)Nc2sc(C)c(C)c2C(=O)OCC)nnc1-c1sc(N)nc1C | -25% | 22% | 1.1 | 1.3 | 52 | i | -1.7% | -12% | 1.0% | -0.4%
Cc1ccc(NC(=O)COC(=O)c2ccc3c(c2)OCCO3)cc1S(=O)(=O)N1CCOCC1 | -15% | 10% | 1 | 0.6 | 93 | i | 0.1% | 12% | -5.7% | 0.5%
CC(C)C(=O)NC(C)C(c1cccs1)N1CCN(c2ccccc2)CC1 (configuration not stated) | -24% | 1% | 1.1 | -0.5 | 30 | i | 4.8% | -2% | 1.5% | -0.3%
O=C(c1ccc2c3n(nc2c1)-c1ccccc1CO3)N1CCCCC1 | -14% | -151% | x | 0.7 | 59 | i | x | 8% | 4.5% | -0.2%
Cc1nnc(SCc2cccc3ccccc23)n(N)c1=O | -23% | 8% | 1.2 | 3.7 | 68 | i | -0.5% | 7% | -0.8% | 0.1%
O=C(NC1CCCCC1)C1CC(=O)N(CCc2ccc(F)cc2)C1 (configuration not stated) | -26% | 1% | x | -0.1 | 57 | x | x | -5% | -5.4% | -0.2%
O=C(NCCCN1CCOCC1)c1cc2c(=O)[nH]c3ccccc3c2s1 | -36% | 5% | 1.1 | -1.9 | 31 | x | 3.1% | 19% | -6.8% | -0.5%
Cc1ccc(C(=O)NCC(=O)Nc2ccc(F)c(F)c2F)cc1 | -5% | 14% | x | 0.5 | 90 | x | x | 11% | -3.0% | -0.1%
COc1ccc(C2CC(c3ccccc3)=NN2S(=O)(=O)c2ccccc2)cc1 (configuration not stated) | 10% | 0% | x | -0.6 | 49 | i | x | 4% | 1.1% | -0.1%
CCOc1ccc(-c2nc(-c3ccc(OC)cc3)no2)cc1OCC | 26% | 46% | 0.9 | 1.9 | 79 | i | -0.8% | -13% | 3.3% | -0.3%
O=C(NCc1n[nH]c(=S)n1-c1ccc(Br)cc1)c1ccc(S(=O)(=O)N2CCCCC2)cc1 | -35% | 1% | x | 2.1 | 45 | x | x | -7% | -2.3% | 0.0%
COC(=O)c1ccc(NC(=O)CSc2ccc(-c3ccccn3)nn2)cc1 | -37% | 5% | x | -0.2 | 83 | x | x | -7% | -1.7% | 0.0%
C=CCOc1ccc(C2C(C#N)=C(N)N(Nc3ccccc3)C3=C2C(=O)CCC3)cc1OC (configuration not stated) | -4% | -24% | 1.1 | -0.2 | 59 | i | -0.7% | 30% | -1.2% | -0.1%
Cc1nn(-c2ccccc2)c(N)c1N=Nc1cccc(S(=O)(=O)N2CCOCC2)c1 | 13% | -15% | x | 1.9 | 51 | i | x | -39% | 6.4% | 0.4%
CC(=NCCN1CCNCC1)C1=C(O)CC(C)(C)CC1=O | -3% | 19% | 1.1 | 0.0 | 39 | i | -1.0% | 23% | -2.8% | 0.0%
CCC1(C)Cc2ccccc2-c2nc(NN)[nH]c(=O)c21 (configuration not stated) | 0% | 15% | x | 0.3 | 68 | x | x | -10% | 2.1% | 0.0%

An excerpt (hit frequency here may not be typical).
